Assay outcomes as filed in PubChem BioAssay.
A3A deaminase = human APOBEC3A DNA deaminase inhibition. AID 493011. inhibition, % at 20 µM. recombinant A3A, FAM/TAMRA ssDNA deamination fluorescence. P31941. hit rate 0.41% among 330,000;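 active = at least 40% inhibition at 20 µM here, with at most 30% in a related deaminase screen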;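 also: plate controls were A3A with DMSO for no effect and wells lacking A3A enzyme for full effect; some results filed as inactive read as strong as hits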
Target sequence (P31941 whole entry, looked up): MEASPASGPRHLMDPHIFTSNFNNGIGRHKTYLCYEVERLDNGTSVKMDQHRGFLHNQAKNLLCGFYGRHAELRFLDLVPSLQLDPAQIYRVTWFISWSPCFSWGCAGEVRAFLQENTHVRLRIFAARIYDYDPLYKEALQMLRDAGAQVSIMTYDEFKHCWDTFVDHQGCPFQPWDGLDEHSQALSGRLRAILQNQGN
CCR6 antagonist = blocks CCL20-driven beta-arrestin recruitment at human CCR6 | hit rate 0.49% among 340,000 | CHO-K1 CCR6 PathHunter beta-arrestin, luminescence, CCL20-stimulated | AID 493098 | inhibition, % at 20 µM;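 active = compounds whose inhibition of the agonist-driven luminescence signal at 20 µM reaches about 50%, limit read from the data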;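 also: cells stimulated with CCL20 at 14 nM final; plate controls were DMSO with CCL20 for no effect and DMSO without agonist for full effect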
Target sequence (P51684 whole entry, looked up): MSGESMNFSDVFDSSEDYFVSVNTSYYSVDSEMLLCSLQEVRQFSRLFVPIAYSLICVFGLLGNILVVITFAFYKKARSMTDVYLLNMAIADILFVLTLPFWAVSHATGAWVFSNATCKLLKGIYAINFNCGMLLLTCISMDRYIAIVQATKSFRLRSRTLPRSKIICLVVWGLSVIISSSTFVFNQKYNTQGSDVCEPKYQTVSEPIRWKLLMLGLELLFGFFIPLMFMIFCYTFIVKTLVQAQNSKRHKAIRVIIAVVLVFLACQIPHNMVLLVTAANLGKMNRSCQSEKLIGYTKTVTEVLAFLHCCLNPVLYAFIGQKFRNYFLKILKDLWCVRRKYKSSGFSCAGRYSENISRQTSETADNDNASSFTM
MPTP inh = blocks calcium-induced mitochondrial swelling. AID 602449. inhibition, % at 10 µM. hit rate 1.4% among 360,000. isolated mouse mitochondria, Ca2+ swelling absorbance, 30 min;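 active = inhibition of 50% or more, scaled per plate between neutral and stimulator controls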;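 also: 0% = DMSO wells given calcium and 100% = 1 mM EGTA wells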
GRIN3A LBD mod = NR3A (human) ligand-binding domain modulation. hit rate 2.5% among 340,000. Tm shift relative to glycine control, % at 25 µM. NR3A LBD differential scanning fluorimetry, Tm shift; 0% = protein alone, 100% = glycine-bound protein;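 active = melting temperature shift of at least 10% of the positive control shift, at one fixed dose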
A3G deaminase = blocks human APOBEC3G single-stranded DNA deamination. recombinant A3G, ssDNA deamination FAM/TAMRA fluorescence. inhibition, % at 20 µM. AID 493012. hit rate 0.28% among 330,000. Q9HC16;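 active = inhibition of at least 40% at 20 µM, with no more than 30% in the related APOBEC3A deaminase screen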;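 also: plate controls were DMSO wells with A3G for no effect and wells lacking A3G enzyme for full effect; some compounds called inactive have numbers as strong as hits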
CXCR6 block = inhibitors of human CXCR6 receptor | O00574 | CHO-K1 PathHunter CXCR6 beta-arrestin, luminescence | inhibition, % at 20 µM | hit rate 0.36% among 360,000 | AID 602244; in the data active = inhibition above about 34%, passing the limit was not always enough;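 also: antagonist mode with CXCL16 agonist at 10 nM final; 0% = 10 nM CXCL16 with DMSO and 100% = unstimulated wells without agonist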
Gli-Sufu antag = antagonists of Gli-Sufu signaling; AID 588413; hit rate 0.74% among 340,000; inhibition, % at 5 µM; Sufu-KO-LIGHT fibroblasts, Gli luciferase reporter luminescence;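 active = inhibition above about 55%, limit read from the data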;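 also: 0% = DMSO-treated cells and 100% = wells with medium but no cells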
EBI2 block = blocks human EBI2 receptor beta-arrestin signaling. inhibition, % at 5 µM. P32249. EBI2 beta-arrestin recruitment, luminescence, 7a,25-OHC stimulated. AID 651636. hit rate 0.81% among 360,000; in the data active = inhibition above about 38%;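 also: enzyme fragment complementation signal reports receptor beta-arrestin coupling in cells; 0% = agonist plus DMSO wells and 100% = wells without agonist; some results beyond the cut were filed as inactive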
Target sequence (P32249 whole entry, looked up, the tested form may be a part): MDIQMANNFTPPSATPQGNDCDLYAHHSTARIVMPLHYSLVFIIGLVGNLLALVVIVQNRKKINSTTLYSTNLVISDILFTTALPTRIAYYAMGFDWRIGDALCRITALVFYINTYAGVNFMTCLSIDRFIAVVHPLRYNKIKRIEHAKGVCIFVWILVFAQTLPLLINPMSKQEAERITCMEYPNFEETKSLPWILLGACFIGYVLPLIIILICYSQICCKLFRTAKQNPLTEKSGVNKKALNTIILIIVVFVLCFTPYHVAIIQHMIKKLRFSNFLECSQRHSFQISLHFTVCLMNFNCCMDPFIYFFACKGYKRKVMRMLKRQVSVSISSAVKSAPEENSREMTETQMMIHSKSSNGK
* hit, by the source's call; x = no result given.

compound	A3A deaminase	CCR6 antagonist	MPTP inh	GRIN3A LBD mod	A3G deaminase	CXCR6 block	Gli-Sufu antag	EBI2 block
CC1=C(/C=C/C(C)=C/C=C/C(C)=C/C(=O)O)C(C)(C)CCC1	1	5	-1.7	1	-8	-6	3	-6
Cc1ccc(S(=O)(=O)N2CCC(C(=O)OCC(=O)Nc3cc(S(C)(=O)=O)ccc3Cl)CC2)cc1C	-2	4	-2.1	2	-8	1	10	6
CCCn1c(CCl)nc2cc(S(=O)(=O)N3CCOCC3)ccc21	-2	5	-0.9	-4	-7	-3	10	-3
NC(=O)CCn1ccc2ccccc21	-1	-5	-0.6	0	-2	3	-4	-3
COc1cccc(NC(=O)N2C3CCCC2CC(NC(=O)C(C)(C)C)C3)c1 (centres undefined)	-7	15	-0.8	4	-3	-14	-1	1
O=C(COC(=O)CCC(=O)c1cccs1)Nc1ccc(S(=O)(=O)N2CCOCC2)cc1	0	14	-2.9	15*	-3	-7	1	2
CCOC(=O)C1=C(C)NC(C)=C(C(=O)OCC)C1c1cc(N)ccc1OC(F)F	1	4	4.1	2	-1	7	9	-6
CC(C)OC(=O)CSc1nnc(-c2ccc(Cl)cc2Cl)o1	-2	2	0.4	1	0	2	-10	-9
O=C(CCC(=O)N1CCOc2ccccc21)Nc1ccccc1Br	-1	1	-0.3	-1	-2	6	-15	1
CC1CCCC(C)N1C(=O)CSc1nnc(NC(=O)c2cccs2)s1 (centres undefined)	-2	7	0.2	3	-4	-3	-3	-14

Ordered by the number under A3A deaminase (largest number first): 3 of the compounds above
SMILES,A3A deaminase
CCOC(=O)C1=C(C)NC(C)=C(C(=O)OCC)C1c1cc(N)ccc1OC(F)F,1
O=C(CCC(=O)N1CCOc2ccccc21)Nc1ccccc1Br,-1
CC(C)OC(=O)CSc1nnc(-c2ccc(Cl)cc2Cl)o1,-2

Part of the list above, with each value named:
compound: COc1cccc(NC(=O)N2C3CCCC2CC(NC(=O)C(C)(C)C)C3)c1 (centres undefined)
  A3A deaminase: -7
  CCR6 antagonist: 15
  MPTP inh: -0.8
  GRIN3A LBD mod: 4
  A3G deaminase: -3
  CXCR6 block: -14
  Gli-Sufu antag: -1
  EBI2 block: 1
compound: CC1=C(/C=C/C(C)=C/C=C/C(C)=C/C(=O)O)C(C)(C)CCC1
  A3A deaminase: 1
  CCR6 antagonist: 5
  MPTP inh: -1.7
  GRIN3A LBD mod: 1
  A3G deaminase: -8
  CXCR6 block: -6
  Gli-Sufu antag: 3
  EBI2 block: -6
compound: O=C(CCC(=O)N1CCOc2ccccc21)Nc1ccccc1Br
  A3A deaminase: -1
  CCR6 antagonist: 1
  MPTP inh: -0.3
  GRIN3A LBD mod: -1
  A3G deaminase: -2
  CXCR6 block: 6
  Gli-Sufu antag: -15
  EBI2 block: 1
compound: NC(=O)CCn1ccc2ccccc21
  A3A deaminase: -1
  CCR6 antagonist: -5
  MPTP inh: -0.6
  GRIN3A LBD mod: 0
  A3G deaminase: -2
  CXCR6 block: 3
  Gli-Sufu antag: -4
  EBI2 block: -3

The results go on.
compound	A3A deaminase	CCR6 antagonist	MPTP inh	GRIN3A LBD mod	A3G deaminase	CXCR6 block	Gli-Sufu antag	EBI2 block
CCCc1cc(=O)n2[nH]c(NCc3ccccc3Cl)nc2n1	1	-9	0.4	0	-4	-9	5	0
O=[N+]([O-])c1cccc(CN2CCN(S(=O)(=O)Cc3ccccc3)CC2)c1	-3	4	0.5	-1	-4	-9	11	-3
CC(C)NC(=O)CSc1nnc2sc3ccccc3n12	0	5	0.9	-3	-5	6	-8	-10
COc1ccc(CN(CCC(c2ccc(F)cc2)C2CCOC(C)(C)C2)C(=O)c2ccco2)cc1 (centres undefined)	-2	4	4.4	-2	-7	-2	23	-4
Cn1c(CNc2ccc(Cl)cc2)nnc1SCC#N	-3	1	0.2	0	-5	-4	-4	-7
COc1cccc(C(=O)Nc2ccc3[nH]ncc3c2)c1	-6	12	-0.1	3	-19	4	-64	-9
CSc1nnc(C(C)(C)C)c(=O)n1/N=C/c1ccccc1	1	10	0.0	2	-2	-2	-2	18
COc1ccc(O)c(/C=N/NC(=O)CCC(=O)Nc2ccc(F)cc2)c1	-4	10	1.0	-3	-3	4	9	2
CCCCn1c(CCNC(=O)CC)nc2ccccc21	-1	-2	0.3	1	-8	-3	5	-8
COc1ccc(CN2CCNC(=O)C2CC(=O)NCCc2cnccn2)cc1C (centres undefined)	-2	-3	-0.7	-1	-3	-10	-6	1
CNC(=O)CN(c1cc(C)ccc1OC)S(=O)(=O)c1ccc(C)cc1	-3	13	0.6	0	-7	-2	1	-2
COc1cccc(CNc2ccc(F)c(Cl)c2)c1O	-3	7	0.8	-8	-6	-1	-18	7
COc1ccc(CCN(C)C(=O)C(CCSC)NC(=O)c2ccco2)cc1OC (centres undefined)	-4	1	-0.5	-3	-9	-9	-9	-9
COc1ccc(N2CCN(C(=O)c3cc(=O)c4ccc(C)cc4o3)CC2)cc1	-2	-6	-0.7	0	1	-14	6	50*
Cc1cc(-c2csc(NC(=O)c3ccc(C#N)cc3)n2)c(C)n1Cc1ccccc1	-3	13	0.2	0	-4	-10	5	-4
O=C(COc1ccc(Cl)cc1)Nc1ccc(NC(=O)c2ccco2)cc1	0	16	1.6	17*	-6	-4	-30	-12
CS(=O)(=O)N(CC(=O)N1CCN(c2ccccc2)CC1)c1ccc(Cl)c(C(F)(F)F)c1	-2	-4	13	-9	-10	4	4	-1
CCC(C(=O)NC1CCCC1)N(C(=O)Cn1nnc(-c2cccs2)n1)c1cnc2ccccc2c1 (centres undefined)	-3	16	1.1	-3	-3	13	7	1
COc1cc(OC)c(C2SCCN2S(=O)(=O)c2ccc(F)cc2)cc1OC (centres undefined)	0	13	-0.8	0	-6	-8	0	3
CC(C)(C)C1CCC(C(=O)OCC(=O)c2ccc[nH]2)CC1 (centres undefined)	-4	11	-1.6	-28	-6	-21	1	3
CCOc1ccccc1CNC(=O)Cn1ccc2cc(S(=O)(=O)N3CCCC3)ccc21	-2	6	-2.0	-1	-3	2	0	-10
COc1ccc(C2OCC(C)([N+](=O)[O-])CO2)cc1 (centres undefined)	x	-1	0.0	0	x	-9	1	-2
Nc1nonc1-n1nnc(C(=O)N/N=C/c2ccc(F)cc2)c1-c1ccc2c(c1)OCO2	2	-1	-0.4	-4	-1	-3	-11	-2
CC(=O)n1cc(Nc2ccccc2C(=O)O)c2ccccc21	-2	27	-4.6	2	-1	6	1	1
Cc1ccc(C(=O)NCC(=O)OCC(=O)NC2CCCCCCC2)cc1	-3	2	-0.5	-1	-7	-2	8	-2
Cc1cc(C(=O)NCC(c2ccco2)N(C)C)ccc1[N+](=O)[O-] (centres undefined)	-2	7	-0.8	1	-7	3	-4	-4
CCCC[C@@H]1C[C@H]1[C@@H](NC(=O)c1ccccc1)c1ccccc1C(F)(F)F	1	0	2.5	-5	-5	-1	1	-4
CN(C)S(=O)(=O)c1ccc(NC(=O)Cn2nc(-c3ccc4c(c3)OCCO4)ccc2=O)cc1	x	7	-0.5	1	x	-2	-7	-15
CCC1CCCCN1CC(=O)Nc1cc(C)nn1-c1nc(C)cc(C)n1 (centres undefined)	-3	8	-0.2	-3	-7	8	7	-2
CC1CC1C(=O)OCC(=O)NCc1ccccc1 (centres undefined)	-5	4	-1.1	0	-5	-12	-9	-6
CN(CC(=O)N1CCCC1)S(=O)(=O)c1cc(Cl)ccc1Cl	-3	-7	-0.3	3	-5	-2	0	-3
CSc1ccc(NC(=O)C(C)N2CCN(C)CC2)cc1 (centres undefined)	-2	10	0.2	0	-10	2	3	0
CO/N=C/c1c(C(=O)OC)nn(-c2ccccc2)c1Cl	-3	5	-0.3	0	-6	6	-5	-7
CN(C)S(=O)(=O)N1CCN(C(=O)N2CCOCC2)CC1	3	-2	-0.5	-2	6	-3	2	6
Cc1nn(CCC(=O)O)c2nc(-c3cccnc3)cc(C(F)(F)F)c12	-11	2	-4.3	-2	-4	-3	-41	6
O=C(C(=O)c1ccc(O)c(O)c1)c1ccc(O)c(O)c1	x	13	-1.1	9	x	5	6	4
CC(=O)N1CCN(c2nc3ccc([N+](=O)[O-])cc3s2)CC1	1	-3	-0.7	0	-1	-3	-11	0
COc1cc(/C=C/C(=O)OCC(=O)c2ccccc2)cc(OC)c1OC	-4	12	-0.5	1	-7	12	-2	6
COc1ccc(-c2c(C#Cc3ccc(N(C)C)cc3)c3ccccc3n2C)cc1	0	5	1.8	0	-4	6	4	17
COc1ccccc1CC(=O)Nc1ccc([N+](=O)[O-])cc1OC	-5	8	1.1	10*	-6	-2	1	-1

(list continues)
Letters – A = A3A deaminase; B = CCR6 antagonist; C = MPTP inh; D = GRIN3A LBD mod; E = A3G deaminase; F = CXCR6 block; G = Gli-Sufu antag; H = EBI2 block
mol: CCCCCCCCNS(=O)(=O)CCNCCCC
  A: x | B: 15 | C: 2.5 | D: 0 | E: x | F: 2 | G: -2 | H: -5
mol: COc1ccc(N2CCN(CC(=O)Nc3cccc(S(=O)(=O)N4CCOCC4)c3)CC2)cc1
  A: -4 | B: 17 | C: 1.7 | D: -7 | E: -6 | F: -2 | G: 7 | H: 0
mol: CCc1nnc(NC(=O)CSc2nnnn2C)s1
  A: -2 | B: -4 | C: -0.9 | D: -2 | E: -3 | F: -5 | G: -6 | H: -1
mol: COc1ccc(CNC(=S)Nc2cc(C)cc(C)c2)cc1
  A: -3 | B: 19 | C: -0.7 | D: -4 | E: -1 | F: 5 | G: -3 | H: -2
mol: O=C(COC(=O)CNC(=O)c1sc2ccccc2c1Cl)Nc1cc(Cl)cc(Cl)c1
  A: -1 | B: 6 | C: 14 | D: 0 | E: -7 | F: -3 | G: -8 | H: -5
mol: O=C(O)c1cc2c(cc1NC(=O)c1ccccc1C(F)(F)F)OCCCO2
  A: -5 | B: 5 | C: 0.4 | D: 1 | E: -13 | F: 5 | G: -6 | H: -2
mol: COc1ccc(C(CCN2CCCCC2)c2c(O)cc(OC)cc2OC)cc1 (centres undefined)
  A: -5 | B: 4 | C: -1.7 | D: 0 | E: -10 | F: 5 | G: 1 | H: -3
mol: CCN1c2ccccc2-c2nc3ccccc3n2C1c1cccnc1 (centres undefined)
  A: 1 | B: 28 | C: 0.0 | D: 0 | E: -2 | F: 7 | G: 7 | H: 11
mol: Cc1cc(C(=O)OCC(=O)N2C(C)CCCC2C)c2ccccc2n1 (centres undefined)
  A: 0 | B: 11 | C: 0.2 | D: -1 | E: 2 | F: -1 | G: -27 | H: -3
mol: O=C(NCC(c1cccs1)N1CCOCC1)c1ccc(Cl)c([N+](=O)[O-])c1 (centres undefined)
  A: 3 | B: 11 | C: -0.4 | D: -1 | E: -1 | F: -3 | G: 1 | H: -4
mol: COCCNC(=S)NC1CC2CCC(C1)N2Cc1ccccc1 (centres undefined)
  A: -2 | B: -2 | C: -1.7 | D: -2 | E: 3 | F: 7 | G: 9 | H: 1

By substructure: the compounds so far containing a tert-butyl group
Letters – A = A3A deaminase; B = CCR6 antagonist; C = MPTP inh; D = GRIN3A LBD mod; E = A3G deaminase; F = CXCR6 block; G = Gli-Sufu antag; H = EBI2 block
mol: COc1cccc(NC(=O)N2C3CCCC2CC(NC(=O)C(C)(C)C)C3)c1 (centres undefined)
  A: -7 | B: 15 | C: -0.8 | D: 4 | E: -3 | F: -14 | G: -1 | H: 1
mol: CSc1nnc(C(C)(C)C)c(=O)n1/N=C/c1ccccc1
  A: 1 | B: 10 | C: 0.0 | D: 2 | E: -2 | F: -2 | G: -2 | H: 18
mol: CC(C)(C)C1CCC(C(=O)OCC(=O)c2ccc[nH]2)CC1 (centres undefined)
  A: -4 | B: 11 | C: -1.6 | D: -28 | E: -6 | F: -21 | G: 1 | H: 3
